ABCB1 block: human ABCB1 inhibition, ABCG2 as counter-screen; CCRF-Adr cells, JC-1 efflux, flow cytometry; P08183; actives 0.067% (n = 190,000); inhibition, % at 6.6 µM; in the data active = inhibition above about 40%;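 note: 0% = vehicle and 100% = reference inhibitor; higher value means more JC-1 retained so stronger ABCB1 efflux block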
Target sequence (P08183 whole entry, looked up): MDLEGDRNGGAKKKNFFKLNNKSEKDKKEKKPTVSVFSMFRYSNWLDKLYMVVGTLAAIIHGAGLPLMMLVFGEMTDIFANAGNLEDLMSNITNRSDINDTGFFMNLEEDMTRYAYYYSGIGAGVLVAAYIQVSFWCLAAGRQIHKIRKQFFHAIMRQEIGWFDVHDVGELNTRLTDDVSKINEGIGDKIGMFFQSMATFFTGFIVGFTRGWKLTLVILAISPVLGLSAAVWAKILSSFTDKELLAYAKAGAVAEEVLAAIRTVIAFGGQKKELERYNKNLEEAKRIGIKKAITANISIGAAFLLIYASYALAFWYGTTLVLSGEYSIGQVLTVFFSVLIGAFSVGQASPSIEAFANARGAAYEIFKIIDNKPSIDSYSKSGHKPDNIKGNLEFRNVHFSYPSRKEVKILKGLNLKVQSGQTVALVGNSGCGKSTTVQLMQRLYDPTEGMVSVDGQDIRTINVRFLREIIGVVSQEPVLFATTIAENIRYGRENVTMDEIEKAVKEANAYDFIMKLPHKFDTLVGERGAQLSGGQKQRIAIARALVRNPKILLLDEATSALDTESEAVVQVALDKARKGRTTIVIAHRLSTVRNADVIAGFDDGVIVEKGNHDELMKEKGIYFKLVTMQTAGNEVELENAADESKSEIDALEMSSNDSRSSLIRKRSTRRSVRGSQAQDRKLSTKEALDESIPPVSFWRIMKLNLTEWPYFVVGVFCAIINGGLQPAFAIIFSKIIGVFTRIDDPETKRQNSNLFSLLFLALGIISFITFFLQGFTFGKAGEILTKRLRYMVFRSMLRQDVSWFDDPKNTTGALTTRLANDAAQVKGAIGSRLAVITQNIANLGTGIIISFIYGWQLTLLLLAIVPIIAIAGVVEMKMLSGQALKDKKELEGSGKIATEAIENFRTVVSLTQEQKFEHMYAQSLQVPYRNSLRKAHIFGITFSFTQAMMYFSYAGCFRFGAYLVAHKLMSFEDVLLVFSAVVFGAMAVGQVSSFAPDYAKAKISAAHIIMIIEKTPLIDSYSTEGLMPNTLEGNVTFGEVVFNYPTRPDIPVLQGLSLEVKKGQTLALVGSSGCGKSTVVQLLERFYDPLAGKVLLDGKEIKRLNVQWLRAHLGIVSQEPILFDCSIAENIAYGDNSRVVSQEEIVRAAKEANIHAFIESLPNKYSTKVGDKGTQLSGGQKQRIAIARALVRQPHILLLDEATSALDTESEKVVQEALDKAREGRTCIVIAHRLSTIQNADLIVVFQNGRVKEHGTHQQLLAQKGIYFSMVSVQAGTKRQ
ABCG2 block: blocks JC-1 efflux by human ABCG2 transporter; inhibition, % at 6.6 µM; Q9UNQ0; AID 1325; IgMXP3 cells, flow cytometry; actives 0.1% (n = 190,000);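 active = inhibition above 80%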;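 note: 0% = DMSO and 100% = nicardipine control wells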
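test system = two drug-resistant human cell lines, ABCG2 and ABCB1 | amount = 3 million cells/mL final, two lines in 1:1 ratio | reagent = JC-1 transporter substrate | doses = one concentration, 6.6 µM final | incubation = 10 min at 25 °C | signal = flow cytometric JC-1 green MFI at 530 nm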
Pf gamet viab: kills late stage P. falciparum gametocytes | inhibition, % at 10.9 µM | actives 0.065% (n = 150,000) | P. falciparum stage V gametocytes, ATP luminescence, 24 h;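 active = inhibition above the mean plus 3 SD of compounds within the control limits, set per campaign, cut at about 38% in these data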;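 note: 0% = DMSO wells and 100% = medium only without gametocytes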
Bim-Mcl-1: inhibitors of Bim-Mcl-1 interaction, human. inhibition, % at 10 µM. actives 0.1% (n = 190,000). Q07820. Bead-based flow cytometry, Bim peptide-Mcl-1 binding; in the data active = inhibition above about 40%;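 note: 0% = no compound tracer wells and 100% = peptide blocker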
GSH bead fluor: GSH bead compound fluorescence profile | fluorescence (KMESF) at 10 µM | actives 0.25% (n = 190,000) | GSH beads flow cytometry, compound fluorescence 488/530 nm; stronger effect = higher value | AID 1776; in the data active = fluorescence above about 89;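 note: glutathione beads carrying GST-tagged Bcl family fusion proteins plus one bare bead set; values are compound well signal with DMSO vehicle wells as background; inactives centre near 16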
Mcl1 Noxa PPI: Mcl-1/Noxa interaction inhibition; Q07820; TR-FRET Mcl-1/Noxa peptide binding, 2 h; inhibition, % at 21.7 µM; actives 1.5% (n = 220,000); AID 1022;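 active = compounds that cut the protein-peptide binding signal by more than 50% relative to plate controls in a single-dose test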;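 note: His-tagged Mcl-1 with rhodamine Noxa BH3 peptide and terbium anti-His antibody; 0% = Mcl-1 plus Noxa peptide wells and 100% = peptide-only wells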
RGS8-Gao: modulates binding of RGS8 to human Galphao; P09471; multiplexed bead flow cytometry; actives lie on both sides; response (percent of control binding), % at 10 µM; actives 0.34% (n = 220,000); AID 1423; in the data active = response below about 60% or above about 140%; inactive = in between;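 note: Galphao activated as the GDP aluminium fluoride complex binding bead-coupled RGS8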
RGS7-Gao: human RGS7-Galphao interaction regulation. P09471. Multiplexed bead flow cytometry, RGS7-Galphao binding; actives lie on both sides. binding response (% of control), % at 10 µM. actives 0.35% (n = 220,000); in the data active = binding response below about 49% or above about 150%; inconclusive = no clear call, values can overlap the other calls; inactive = in between;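 note: fluorescent Galphao held in activated GDP-AlF4 state binding bead-coupled RGS7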
Mcl1 Bid PPI: disrupts binding of human Mcl-1 to Bid peptide. Q07820. TR-FRET Mcl-1/Bid-Dy647 peptide binding, 1536-well. inhibition, % at 21.7 µM. actives 0.97% (n = 220,000);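 active = compounds that cut the binding signal by more than half at the single screening dose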;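 note: His-tagged Mcl-1 with europium anti-His antibody binding Bid BH3 peptide; 0% = Mcl-1 plus peptide wells and 100% = peptide-only wells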
RGS4-Gao reg: modulates binding of RGS4 to human Galphao | AID 1415 | P09471 | binding response (% of control), % at 10 µM | Multiplexed bead flow cytometry; actives lie on both sides | actives 0.33% (n = 220,000); in the data active = binding response below about 49% or above about 150%; inactive = in between;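 note: fluorescent Galphao activated with aluminum fluoride binding bead-coupled RGS4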
Avidin fluor: compound fluoresces at 488/530 nm on avidin beads; AID 1775; compound fluorescence 488/530 nm, flow cytometry; stronger effect = higher value; actives 0.38% (n = 220,000); fluorescence (KMESF) at 10 µM; in the data active = fluorescence above about 47; note: inactives centre near 10
* hit, by the source's call; ? = inconclusive; . = no result given.

| structure | Bim-Mcl-1 | RGS4-Gao reg | Mcl1 Noxa PPI | GSH bead fluor | RGS7-Gao | Pf gamet viab | ABCG2 block | ABCB1 block | Mcl1 Bid PPI | Avidin fluor | RGS8-Gao |
| --- | --- | --- | --- | --- | --- | --- | --- | --- | --- | --- | --- |
| C/C(N)=C(/C#N)C(=O)COC(=O)CC12CC3CC(CC(C3)C1)C2 | -4 | 99 | 0 | 21 | 98 | -8 | 25 | 0.4 | -19 | 28 | 100 |
| Cc1cccc(N2CCN(C(=O)c3cc4n(n3)C(C(F)(F)F)CC(c3ccco3)N4)CC2)c1C (stereo unspecified) | -3 | 94 | -10 | 23 | 92 | . | 0 | -0.2 | -14 | 13 | 95 |
| O=C(NCCc1nc2ccccc2[nH]1)c1cccc(Br)c1 | -4 | 98 | 25 | 19 | 106 | 4 | 7 | 1.1 | 3 | 9 | 104 |
| CCNC(=O)NC(=O)C(C)OC(=O)C(C)(C)Oc1ccc(Cl)cc1 (stereo unspecified) | 0 | 99 | -23 | 19 | 95 | -3 | 4 | 1.1 | 8 | 7 | 98 |
| COc1cc(NC(=O)c2ccc3c(c2)OCO3)ccc1NC(=O)c1cccs1 | -1 | 101 | 6 | 22 | 115 | 5 | -1 | -0.2 | -13 | 14 | 96 |
| O=C(NCc1ccccc1Cl)c1cc([N+](=O)[O-])ccc1Cl | 0 | 102 | -6 | 23 | 102 | -3 | 1 | 0.0 | -32 | 10 | 105 |
| COc1cc2c(cc1OC)CN(Cc1nc3ccsc3c(=O)[nH]1)CC2 | 2 | 99 | 30 | 38 | 98 | . | 1 | 0.1 | -16 | 3 | 98 |
| CCOc1ccc(NC(=O)c2ccc(NC(=O)CSc3nc4ccccc4c(=O)[nH]3)cc2)cc1 | -5 | 98 | 24 | 15 | ? | 15 | -10 | -1.0 | 12 | 11 | 99 |
| C/C(N)=C(/C#N)C(=O)CSc1nnc(-c2ccccc2Br)o1 | -3 | 100 | -6 | 27 | 98 | -15 | 39 | 0.9 | -30 | 13 | 99 |
| CCOC(=O)C1(S(=O)(=O)c2ccccc2)CCN(Cc2ccc(Cl)cc2)CC1 | 1 | 104 | 18 | 27 | 105 | 2 | 14 | 2.7 | 21 | 11 | 104 |
| O=C(C1=C(O)C(=O)N(CCOCCO)C1c1ccccn1)c1cccs1 (stereo unspecified) | . | 103 | 12 | . | ? | 0 | . | . | -34 | 9 | 98 |
| COc1ccc2c(c1OC)CCC2=O | -3 | 100 | 10 | 14 | 102 | . | 4 | 0.6 | -8 | 7 | 101 |
| O=C(NC1CCCC1)c1ccc2nc(-c3ccco3)c(-c3ccco3)nc2c1 | 4 | 100 | 101* | 20 | 92 | . | -6 | 0.6 | 29 | 6 | 95 |
| O=C(NC(=O)c1ccccc1F)Nc1nc(-c2cccs2)cc(C(F)(F)F)n1 | -2 | 98 | -16 | 16 | 97 | . | 19 | 3.4 | 9 | 7 | 103 |
| CCOC(=O)c1c(C)nc2c(c1-c1ccccc1)C(=O)c1ccccc1-2 | 0 | 96 | 8 | 27 | 94 | . | 7 | 1.3 | 9 | 8 | 98 |
| NC(=O)CCN(Cc1ccccc1)S(=O)(=O)c1ccccc1 | 3 | 102 | -31 | 14 | 99 | 12 | 0 | 0.1 | -9 | 7 | 101 |
| CCCNC(=O)N1c2ccccc2Sc2ccccc21 | . | 98 | -17 | . | ? | 2 | . | . | -22 | 6 | 101 |
| Cc1cc(C)cc(OCC(=O)O/N=C(\N)c2ccccn2)c1 | -4 | 94 | 1 | 7 | 92 | . | 2 | 0.9 | -49 | 5 | 90 |
| CC(C)CNC(=O)c1cccc(NC(=O)c2ccco2)c1 | 5 | 97 | -15 | 17 | 102 | 2 | . | . | -2 | 6 | 101 |
| Cc1cc(C=O)c(C)n1-c1cc(C(F)(F)F)ccc1N1CCOCC1 | 0 | 100 | 11 | 11 | 101 | . | 3 | 0.8 | -20 | 8 | 101 |
| COc1cccc(C2CCCN2Cc2nc(CC3CC3)no2)c1 (stereo unspecified) | 2 | 101 | 6 | 18 | 99 | -8 | 2 | 0.4 | -21 | 8 | 103 |
| COc1ccc(-c2nnn(CC#N)n2)cc1OC | 0 | 101 | 5 | 24 | 99 | 2 | 1 | 0.0 | -10 | 30 | 100 |
| Cc1ccc(-c2nn3c(C)nnc3s2)cc1NC(=O)c1ccc(Br)o1 | 2 | 101 | 19 | 12 | 105 | . | 5 | 0.7 | -29 | 8 | 99 |
| CCOC(=O)c1sc(=S)n2c1[nH]c(=O)c1ccc(C(=O)OC)cc12 | -17 | 94 | . | 18 | 140 | -24 | -3 | -0.5 | 27 | 7 | 81 |
| Cc1ccc(-c2csc3ncn(Cc4ccc(C(=O)O)cc4)c(=O)c23)cc1C | 3 | 100 | 0 | 20 | 106 | -1 | 0 | -0.1 | -52 | 10 | 100 |
| Cc1ccc(-n2nc3cc(C)c(NC(=S)NC(=O)/C=C/c4ccco4)cc3n2)cc1 | 9 | 94 | 13 | 5 | 98 | 22 | 0 | -0.3 | -12 | 13 | 100 |
| Cc1ccc(C(=O)Nc2ccc(CC(=O)O)cc2)o1 | -5 | 97 | 1 | 254* | 98 | . | 0 | 0.1 | -32 | 6 | 100 |
| C=CCn1c(Cc2c[nH]c3ccccc23)n[nH]c1=S | -1 | 100 | 11 | 33 | 100 | . | 0 | 0.1 | -26 | 10 | 102 |
| CNc1ccc(C2(O)C(=O)c3ccccc3C2=O)cc1 | -3 | 98 | 12 | 9 | 96 | . | 11 | 1.1 | -24 | 3 | 97 |
| O=S1(=O)N=C(N=Nc2c(O)[nH]c3ccccc23)c2ccccc21 | 8 | 12* | 17 | 9 | 12* | 4 | 0 | -0.3 | -19 | 2 | 17* |

| structure | Bim-Mcl-1 | RGS4-Gao reg | Mcl1 Noxa PPI | GSH bead fluor | RGS7-Gao | Pf gamet viab | ABCG2 block | ABCB1 block | Mcl1 Bid PPI | Avidin fluor | RGS8-Gao |
| --- | --- | --- | --- | --- | --- | --- | --- | --- | --- | --- | --- |
| O=C(COc1ncnc2scc(-c3ccccc3)c12)NC1CCCc2ccccc21 (stereo unspecified) | -6 | 89 | 8 | 12 | 88 | -10 | 6 | 0.9 | 0 | 5 | 96 |
| CC(=O)c1c(C)c(C)c2n1CCn1c(C)ccc1-2 | . | 96 | 26 | . | ? | 19 | . | . | -258 | 7 | 96 |
| COCCOC(=O)C1=C(C)NC(=O)NC1/C=C/c1ccccc1 (stereo unspecified) | -4 | 101 | -10 | 13 | 102 | -12 | 2 | 0.4 | -37 | 14 | 102 |
| Cc1cc(=O)n2cc(-c3ccccc3)nc2[nH]1 | -1 | 103 | 3 | 52 | 99 | -8 | 2 | 0.2 | 3 | 6 | 102 |
| COc1ccc(C)cc1N(CC(=O)Nc1ccc2c(c1)OCCO2)S(C)(=O)=O | -2 | 101 | 16 | 17 | ? | -14 | 5 | 0.6 | -13 | 9 | 99 |
| CC(=O)C1C(c2ccccc2Cl)NC(=O)NC1(O)C(F)(F)F (stereo unspecified) | 2 | 101 | -4 | 18 | 100 | . | -2 | -0.3 | -4 | 6 | 103 |
| O=C(CCCOc1ccccc1)Nc1ccccc1C(F)(F)F | -3 | 103 | 10 | 12 | 101 | 12 | 11 | 11 | 2 | 6 | 97 |
| NC(=O)C1CCN(C(=O)CSc2ncccn2)CC1 | -1 | 101 | 8 | 9 | 103 | 24 | 1 | 0.5 | -9 | 10 | 103 |
| CCCCC(CCC(=O)Nc1ccc(C(=O)OC)cc1)C(=O)O (stereo unspecified) | -4 | 102 | 6 | 14 | 106 | . | 2 | 0.5 | -1 | 25 | 100 |
| O=C(Cn1c(=O)oc2cc(S(=O)(=O)N3CCCCC3)ccc21)N1CCc2ccccc21 | 5 | 95 | 19 | 18 | 94 | . | -3 | -3.0 | -16 | 7 | 98 |
| CCc1ccc(N2C(=O)CC(c3ccc(F)cc3)C3=C2COC3=O)cc1 (stereo unspecified) | 1 | 102 | -12 | 10 | 102 | . | 2 | 1.1 | -17 | 12 | 105 |
| COc1ccc(S(=O)(=O)N2CCCCC2)cc1NC(=O)c1ccc(=O)[nH]c1 | 4 | 103 | -6 | 11 | ? | 3 | 9 | 0.7 | -12 | 13 | 103 |
| Cc1cccc(Nc2nc(NCc3ccco3)c3ccccc3n2)c1 | -4 | 100 | 43 | 8 | 104 | -2 | 1 | -0.1 | 5 | 17 | 102 |
| COc1c(C)cc(C(=O)C2CCCN(C(=O)c3ccc4[nH]ccc4c3)C2)cc1C (stereo unspecified) | -2 | 100 | 15 | 13 | 97 | . | 2 | 0.7 | -45 | 11 | 104 |
| CC(=O)CCc1ccc2oc(C(=O)O)c(C)c2c1 | 0 | 103 | -1 | 15 | 100 | -26 | 0 | 0.0 | -1 | 7 | 105 |
| COc1cccc(CCNC(=O)CC2C(=O)NCCN2Cc2ccc(Cl)c(F)c2)c1 (stereo unspecified) | 3 | 101 | 0 | 27 | 101 | 3 | 2 | 0.4 | -28 | 10 | 102 |
| Cc1nn(-c2ccccc2)c(Cl)c1/C=C/C(=O)c1ccccc1 | -4 | 98 | -2 | 64 | 103 | . | 6 | 0.9 | -54 | 12 | 99 |
| CCOc1ccc(C2C(C(=O)c3ccco3)=C(O)C(=O)N2Cc2cccnc2)cc1 (stereo unspecified) | 0 | 103 | 7 | 47 | 104 | . | 0 | -0.2 | -55 | 13 | 102 |
| CCOC(=O)c1sc(-c2ccc(F)cc2)cc1N | 0 | 96 | 19 | 17 | 97 | . | 4 | 0.3 | -45 | 8 | 96 |
| COc1cccc(C(c2c(NC(=O)c3ccccc3)sc(C)c2C)N2CCN(C)CC2)c1 (stereo unspecified) | -2 | 103 | 14 | 23 | 105 | . | 4 | 2.7 | -32 | 12 | 102 |
| Cc1nnc(-c2cccc(Br)c2)c2cn(-c3ccccc3)nc12 | 0 | 104 | 21 | 28 | 101 | 3 | 35 | 1.2 | 1 | 13 | 106 |
| CC1=C(C(=O)OCC(C)C)C(c2ccsc2)C2=C(CCCC2=O)N1 (stereo unspecified) | -6 | 98 | 4 | 9 | 99 | -4 | 8 | 0.7 | -27 | 3 | 103 |
| CN(C)c1ccccc1C(=O)N1CCCC(C(=O)c2ccc3ccccc3c2)C1 (stereo unspecified) | 0 | 97 | 10 | 15 | 92 | 9 | 4 | 2.0 | -49 | 7 | 101 |
| CCOC(=O)CNc1nc(C#N)nc(N2CCOCC2)n1 | -11 | 101 | -3 | 25 | 100 | . | 9 | 1.0 | -9 | 27 | 103 |
| O=C(Nc1cccc(NC(=O)c2cccs2)c1)c1ccc2c(c1)OCCO2 | 0 | 95 | 5 | 15 | 95 | 18 | -2 | -1.1 | -5 | 10 | 102 |
| CCOC(=O)N1CCC(N2C(=O)c3ccc(C(=O)O)cc3C2=O)CC1 | -3 | 100 | 17 | 37 | 95 | . | 0 | 1.8 | 5 | 15 | 99 |
| N#Cc1nc(-c2ccc(OCc3ccccc3)cc2)oc1NCc1cccnc1 | -2 | 101 | 8 | 16 | 104 | . | 0 | 0.0 | -13 | 31 | 101 |
| CCCC(=O)N(CCN(Cc1ccccc1)C(=O)CCC)Cc1ccccc1 | -1 | 97 | -7 | 13 | 99 | 4 | 4 | 1.9 | -3 | 31 | 99 |

Compounds were not picked by outcome. Share with any hit: about 3.3%.
